# Source: PubChem
# mHTT-CaM PPI inh = mutant huntingtin-calmodulin interaction inhibitors – biochemical, AlphaScreen, primary screen. inhibition, % at 15 µM. AID 1671202, 2021. AlphaScreen His-mHTT/GST-CaM binding, luminescence. actives 3.6% (n = 190,000). P42858;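 further: 0% = both proteins with DMSO and 100% = one protein alone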
# Target sequence (P42858 whole entry, looked up, stated change not applied): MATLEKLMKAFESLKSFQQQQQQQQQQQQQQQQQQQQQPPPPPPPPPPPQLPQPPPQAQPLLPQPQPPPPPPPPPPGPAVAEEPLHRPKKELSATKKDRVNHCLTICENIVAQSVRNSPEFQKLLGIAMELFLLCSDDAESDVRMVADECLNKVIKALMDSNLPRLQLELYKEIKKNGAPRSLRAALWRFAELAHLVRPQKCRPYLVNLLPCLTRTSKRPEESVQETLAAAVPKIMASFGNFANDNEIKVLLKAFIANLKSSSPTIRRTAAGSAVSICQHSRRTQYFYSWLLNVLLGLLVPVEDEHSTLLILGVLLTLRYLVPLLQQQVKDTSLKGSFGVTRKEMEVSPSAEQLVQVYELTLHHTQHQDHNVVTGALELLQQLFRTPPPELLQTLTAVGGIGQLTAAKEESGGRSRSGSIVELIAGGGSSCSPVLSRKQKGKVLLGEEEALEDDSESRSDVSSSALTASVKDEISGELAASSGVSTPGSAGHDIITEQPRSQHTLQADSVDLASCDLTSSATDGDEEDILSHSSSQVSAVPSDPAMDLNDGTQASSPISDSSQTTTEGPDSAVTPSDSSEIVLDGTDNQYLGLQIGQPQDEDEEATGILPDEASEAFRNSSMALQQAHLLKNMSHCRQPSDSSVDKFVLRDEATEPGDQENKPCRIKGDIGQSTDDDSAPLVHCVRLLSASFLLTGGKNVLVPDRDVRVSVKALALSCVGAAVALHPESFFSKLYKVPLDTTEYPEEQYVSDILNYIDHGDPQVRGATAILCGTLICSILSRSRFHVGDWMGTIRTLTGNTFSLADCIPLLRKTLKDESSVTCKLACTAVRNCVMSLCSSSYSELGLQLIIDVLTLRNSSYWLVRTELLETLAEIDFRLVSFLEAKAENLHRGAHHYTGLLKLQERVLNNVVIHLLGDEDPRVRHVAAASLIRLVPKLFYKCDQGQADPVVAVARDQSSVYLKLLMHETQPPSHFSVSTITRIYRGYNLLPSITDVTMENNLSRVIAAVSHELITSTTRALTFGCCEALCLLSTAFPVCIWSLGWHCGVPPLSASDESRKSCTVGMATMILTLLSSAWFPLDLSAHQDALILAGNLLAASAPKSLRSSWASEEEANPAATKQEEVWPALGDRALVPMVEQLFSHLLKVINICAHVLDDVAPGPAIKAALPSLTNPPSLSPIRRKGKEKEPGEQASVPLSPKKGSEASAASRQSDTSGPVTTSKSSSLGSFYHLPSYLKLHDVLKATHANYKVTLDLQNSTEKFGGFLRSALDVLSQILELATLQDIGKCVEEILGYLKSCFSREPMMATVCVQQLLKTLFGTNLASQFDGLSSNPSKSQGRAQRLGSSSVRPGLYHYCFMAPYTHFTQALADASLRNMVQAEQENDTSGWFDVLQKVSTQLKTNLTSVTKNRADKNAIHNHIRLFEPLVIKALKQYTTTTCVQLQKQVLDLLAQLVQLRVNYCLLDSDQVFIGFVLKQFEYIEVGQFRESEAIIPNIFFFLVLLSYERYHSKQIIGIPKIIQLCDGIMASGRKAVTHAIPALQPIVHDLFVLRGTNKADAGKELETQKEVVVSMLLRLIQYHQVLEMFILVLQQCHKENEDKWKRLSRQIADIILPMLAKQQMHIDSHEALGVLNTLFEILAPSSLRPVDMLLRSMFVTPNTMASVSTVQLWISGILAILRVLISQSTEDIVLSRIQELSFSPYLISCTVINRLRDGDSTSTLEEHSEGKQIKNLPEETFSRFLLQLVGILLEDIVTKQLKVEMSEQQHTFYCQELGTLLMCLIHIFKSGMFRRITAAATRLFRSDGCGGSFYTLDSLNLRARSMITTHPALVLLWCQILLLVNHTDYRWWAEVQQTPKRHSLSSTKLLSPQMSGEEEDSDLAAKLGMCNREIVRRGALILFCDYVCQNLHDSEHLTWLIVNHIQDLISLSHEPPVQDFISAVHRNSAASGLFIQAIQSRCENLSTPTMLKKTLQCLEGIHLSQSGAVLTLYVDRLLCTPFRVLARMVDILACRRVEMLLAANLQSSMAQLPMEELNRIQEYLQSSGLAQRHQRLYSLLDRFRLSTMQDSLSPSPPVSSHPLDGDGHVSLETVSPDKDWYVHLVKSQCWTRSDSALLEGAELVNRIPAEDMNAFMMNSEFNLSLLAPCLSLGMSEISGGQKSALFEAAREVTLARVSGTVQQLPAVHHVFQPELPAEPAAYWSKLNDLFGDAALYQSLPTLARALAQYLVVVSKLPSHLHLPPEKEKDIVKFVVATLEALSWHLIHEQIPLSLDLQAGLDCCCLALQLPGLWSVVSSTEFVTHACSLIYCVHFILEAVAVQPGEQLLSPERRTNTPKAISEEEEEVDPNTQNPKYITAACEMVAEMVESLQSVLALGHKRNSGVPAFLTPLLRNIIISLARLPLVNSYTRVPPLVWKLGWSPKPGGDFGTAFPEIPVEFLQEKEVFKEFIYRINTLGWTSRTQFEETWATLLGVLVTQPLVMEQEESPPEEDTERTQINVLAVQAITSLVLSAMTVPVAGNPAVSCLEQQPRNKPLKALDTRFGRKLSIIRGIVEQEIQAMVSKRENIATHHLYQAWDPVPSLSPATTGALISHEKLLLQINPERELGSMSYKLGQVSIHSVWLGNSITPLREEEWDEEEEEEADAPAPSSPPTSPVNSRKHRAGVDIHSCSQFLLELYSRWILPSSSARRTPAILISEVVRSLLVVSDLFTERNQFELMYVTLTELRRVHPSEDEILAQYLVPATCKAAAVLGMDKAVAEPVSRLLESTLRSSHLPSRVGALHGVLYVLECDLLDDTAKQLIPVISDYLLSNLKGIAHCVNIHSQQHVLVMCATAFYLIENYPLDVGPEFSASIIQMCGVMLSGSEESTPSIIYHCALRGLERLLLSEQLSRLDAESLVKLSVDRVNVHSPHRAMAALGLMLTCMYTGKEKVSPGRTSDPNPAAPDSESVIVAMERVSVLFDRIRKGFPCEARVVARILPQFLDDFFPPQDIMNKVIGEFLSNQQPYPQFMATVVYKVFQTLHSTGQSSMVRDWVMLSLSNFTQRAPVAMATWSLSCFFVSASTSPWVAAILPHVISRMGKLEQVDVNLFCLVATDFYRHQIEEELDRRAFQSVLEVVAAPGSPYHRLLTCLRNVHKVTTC
# Pf apPOL block = Pf-apPOL inhibitors, biochemical, fluorescence; AID 1794808, 2022; Plasmodium falciparum apicoplast DNA polymerase (apPOL); actives 0.25% (n = 210,000); inhibition, % at 10 µM; Recombinant Pf-apPOL, molecular beacon fluorescence, 1.5 h
# * = called active by the depositor; · = not tested or not shown; & = joins results of further samples. No stated cut-off is given here; in the data, active means inhibition above about 50%; inactive means the rest. Some of the compounds tested; rates above refer to the full screens.
Molecule,mHTT-CaM PPI inh,Pf apPOL block
O=C(Nc1ccc(C(F)(F)F)cc1)NC1CCN(c2ncc(C(F)(F)F)cc2Cl)CC1,·,2.4
CCc1ccccc1S(=O)(=O)N1CCCN(C2CCN(CC3CC3)C2=O)CC1 (centres undefined),9.9,8.0
CCN1CCN(Cc2c(O)ccc3c2OC(=Cc2ccc(C)cc2)C3=O)CC1,21.3,-18.1
CCOc1ccc(Cc2cnc(N)nc2N)cc1,12.3,-13.7
CN1CCN(C(=O)CCN2C(=O)S/C(=C\c3ccc(Cl)cc3)C2=O)CC1,7.0,3.3
CC1CCCCN1CCNC(=O)c1ccn2c(-c3ccc(F)cc3)nnc2c1 (centres undefined),2.9,-2.8
CN1CCC(CCNC(=O)c2ccc3[nH]c4c(c3c2)CN(C(=O)C2CCC2)CC4)CC1,4.8,-3.2
CCCn1nnc2sc3c(c2c1=O)CCC(C)C3 (centres undefined),-38.0,-1.5
CN1CCN(C(=O)C2CCc3nc(N4CCN(C(=O)C5CCC5)CC4)sc3C2)CC1 (centres undefined),4.6,-1.5
O=C(NCCCN1CCOCC1)C1CCCN(c2nc3ccccc3o2)C1 (centres undefined),-7.0,-17.3
COc1ccc(/C=C2\SC(=N)N(c3cc(C)ccc3C)C2=O)cc1,49.0,1.3
c1ccc(CN2CCCN(c3ncccc3-c3nc(C4CC4)no3)CC2)cc1,-28.5,-1.2
O=C1NC(=S)S/C1=C/c1ccc(-c2ccc3c(c2)C(=O)C2C=CC=CC2C3=O)o1 (centres undefined),39.0,·
COc1cc(C(=O)Oc2ccc3c(c2)OC(=Cc2ccc(C)o2)C3=O)cc(OC)c1OC,8.3,-0.2
Nc1nc(SCC(=O)Nc2ccc([N+](=O)[O-])cc2Cl)n[nH]1,7.0,-12.2
COc1ccc(C(=O)SC2=NCCS2)cc1,9.0,16.3
O=C(NCc1cccnc1)C1CC(=O)N(c2ccc3c(c2)CCN3C(=O)C2CCC2)C1 (centres undefined),4.8,-0.9
CCc1nc(C)nc(N2CCN(C(=O)C3CC3)CC2)c1Cc1ccc(Cl)cc1,16.0,3.4
CCOc1cc2c(cc1OCC)C(CN1C(=O)c3ccccc3C1=O)=NCC2,9.0,-2.0
COc1ccc(C2=NOC(C(=O)Nc3ccc(C#N)cc3)C2)cc1 (centres undefined),-8.2,7.1

# The final 7 entries of the part above lead into the next.
Molecule,mHTT-CaM PPI inh,Pf apPOL block
COc1cc(C(=O)Oc2ccc3c(c2)OC(=Cc2ccc(C)o2)C3=O)cc(OC)c1OC,8.3,-0.2
Nc1nc(SCC(=O)Nc2ccc([N+](=O)[O-])cc2Cl)n[nH]1,7.0,-12.2
COc1ccc(C(=O)SC2=NCCS2)cc1,9.0,16.3
O=C(NCc1cccnc1)C1CC(=O)N(c2ccc3c(c2)CCN3C(=O)C2CCC2)C1 (centres undefined),4.8,-0.9
CCc1nc(C)nc(N2CCN(C(=O)C3CC3)CC2)c1Cc1ccc(Cl)cc1,16.0,3.4
CCOc1cc2c(cc1OCC)C(CN1C(=O)c3ccccc3C1=O)=NCC2,9.0,-2.0
COc1ccc(C2=NOC(C(=O)Nc3ccc(C#N)cc3)C2)cc1 (centres undefined),-8.2,7.1
CCOC(=O)c1cc(=O)c2ccc(OCC(=O)Nc3cccc(C#N)c3)cc2o1,·,6.2&-8.4
Cc1cc(C)nc(NC(=O)COc2ccc(Cl)cc2)n1,-8.0,-24.0
O=C(NCc1ccncc1)C1CN(S(=O)(=O)c2ccccc2)CC12CCCCC2 (centres undefined),-3.8,-3.5
C=CCN(c1ccccc1)S(=O)(=O)c1ccc2[nH]cc(C(=O)NCCCC)c(=O)c2c1,32.0,-4.7
Cc1cccc(-c2nnc(-c3ccc(Br)cc3)o2)c1,-3.5,1.7
Cc1cc(F)ccc1NC(=O)c1cc2n(n1)CCCN(Cc1ccc(F)cc1)C2=O,3.2,0.7
O=C(Nc1cnc2ccccc2c1)c1cnc(N2CCN(c3ncccn3)CC2)c2ccccc12,6.0,-1.4
O=C(CN1CCc2ccccc2C1C(=O)N1CCCCC1)Nc1cccc(Cl)c1 (centres undefined),32.1,0.0
CC1CCCN(c2ccc(-n3cnnn3)cc2[N+](=O)[O-])C1 (centres undefined),25.0,-13.8
CC(C)CC(=O)N1CCN(c2cccc(C(F)(F)F)c2)C(=O)C1C (centres undefined),-2.2,-2.9
CCN1C(=O)c2cccnc2Sc2cc(NC(=O)c3cccc(Cl)c3)ccc21,14.3,-1.1
CCOC(=O)C1CCCN(C(=O)c2cccn2C)C1 (centres undefined),4.3,-5.8
C[C@@H]1[C@H](c2ccccc2)OCCS(=O)(=O)N1Cc1ccccc1F,0.7,1.4
COc1cc(-n2c(C)nc3cc(C(=O)O)ccc32)cc(OC)c1OC,0.0,7.4
Cc1ccc(N2C(=O)CSC2c2cc3c(cc2[N+](=O)[O-])OCO3)cc1 (centres undefined),15.0,-4.0
COc1ccc(-c2coc3cc(OCC(=O)OC(C)C)ccc3c2=O)cc1OC,-1.4,-7.3
COc1ccc(OC)c(NC(=O)CSC2=NN3CCCC(=O)N=C3S2)c1,7.0,2.0
COc1ccc(Cl)cc1NC(=O)c1cc(S(=O)(=O)NCc2ccco2)ccc1F,30.0,-17.7
COCC(=O)N1CCCc2ccc(NC(=O)c3cc(C)oc3C)cc21,-7.7,-3.4
Cc1cc(C)n(CC2CCN(C(=O)c3ccc(=O)n(C)n3)CC2)n1,-13.3,-3.3
COc1ccc2nc(SCC(=O)Nc3ccc(Cl)c(C(=O)O)c3)[nH]c2c1,-2.0&5.2,-1.7&3.5
CNC(=O)NC1CCS(=O)(=O)C1 (centres undefined),·,-2.9
Cc1ccc(-c2cc(C(F)(F)F)n3ncnc3n2)cc1,-5.0,-6.0
O=C(c1cccc(F)c1)N1CCC(CCOCc2cccc(F)c2)CC1,-11.3,-6.8
COc1ccc(NC(=O)c2ccc(-c3cccc(C)c3)nc2)cc1,-0.8,-2.2
O=C(Nc1ccccc1O)c1cc(S(=O)(=O)N2CCCCC2)ccc1Br,0.4,0.0
CCc1onc(C)c1C1CCCN1C(=O)c1ccc(OC)c(OC)c1 (centres undefined),-6.5,-1.8
Cc1ccccc1NCN1C(=O)S/C(=C\C=C\c2ccccc2)C1=O,15.0,-5.8
CCc1onc(C)c1C1CCCN1C(=O)c1cc(-c2ccc(OC)c(OC)c2)on1 (centres undefined),7.0,-1.3
COc1cccc(Cn2cccc(S(=O)(=O)N3CCCC3)c2=O)c1,-2.7,-1.0
Cc1ccc(OS(=O)(=O)c2cc(Br)c(Br)s2)c([N+](=O)[O-])n1,·,-13.6
Cn1cc2c3c(cccc31)CN(C(=O)Nc1ccc(F)c(Cl)c1)CC2,35.9,-5.9
Cc1cc(C(=O)N2CC(c3nc4ccccc4[nH]3)C2)no1,-9.7,-2.4
O=C(NN1C(=O)c2ccccc2C1=O)c1ccn[nH]1,-1.9,-4.2
CCOC(=O)CN1CC23C=CC(O2)C(C(=O)NC2CCCCCC2)C3C1=O (centres undefined),-1.8,-1.4
COC(=O)C[C@H]1c2ccccc2S(=O)(=O)N1c1ccc(N(C)C)cc1,15.4,-7.4
O=c1/c(=C/c2ccco2)sc2n1CN(c1cccc(C(F)(F)F)c1)CN=2,4.0,0.7
CC(C)(C)NC(=O)c1cc2ccccc2oc1=O,·,4.2
Cc1nc2c(C(=O)NCCC3=CCCCC3)c[nH]n2c(=O)c1Cl,37.0,-9.5
Cc1ccc(C2CC(c3cccc(F)c3)n3ncnc3N2)cc1 (centres undefined),8.0,-6.1
O=C1OC(c2ccccc2)=N/C1=C/c1ccccc1[N+](=O)[O-],1.0,0.3
COc1ccc(C2=NC3(CCN(C)CC3)NC(c3cc(Br)ccc3O)C2)cc1 (centres undefined),43.3,-3.4
Cn1nc(-c2nc(-c3ccc(F)cc3)no2)c2c1CCN(C(=O)c1ccc(C#N)cc1)C2,-1.3,-3.6
CC(C)N1C/C(=C\c2ccsc2)C(=O)/C(=C/c2ccsc2)C1,45.0,-3.2
O=C(CC1NCCNC1=O)OCCc1ccccc1 (centres undefined),-4.3,0.5
Cc1cccc(OC(=O)OCC(C)C)c1,1.1,0.4
CC(=O)NC1CCN(c2ccccc2C(=O)NC(C)(C)C)CC1,-0.1,-0.3
O=C(Cn1c(-c2ccccn2)nc2ccccc21)NCc1ccc2c(c1)OCO2,-12.3,-7.7
Cc1cc(C)nc(NC(=NS(=O)(=O)Cc2ccccc2)Nc2ccccc2)n1,-5.0,6.6
CC(C)CNC(=O)CC1Sc2ncccc2N(C)C1=O (centres undefined),-11.3,-0.7
COc1ccc(C(=O)Nc2c3c(nn2-c2ccc(C)cc2)CSC3)cc1OC,28.0,-3.9
O=C1CC(c2ccccc2Cl)CC2=C1C(c1ccsc1)Nc1ccccc1N2 (centres undefined),37.0,-15.0
CSC(N)=NCCC[C@H](N)C(=O)O,·,-3.4
Cc1nc(Oc2ccc(F)cc2)c(C(=O)N2CCOCC2)c(C)c1Cl,-1.0,-1.5
COc1cccc(C(=O)COc2ccc(C)c(C)c2)c1,-25.3,4.2
COc1cc(C(=O)N2CCOCC2)c(Br)c(OC)c1OC,-10.7,-7.3
Cc1ccc(NC(=O)N2CCCC2c2nc(-c3ccccc3C)no2)cc1C (centres undefined),3.8,-3.9
COCC(=O)N1CCN(c2ccc(N3CCCCC3C)nn2)CC1 (centres undefined),-3.2,-2.4
CC1CC(N(C(=O)c2ccc3c(c2)OCO3)c2ccccc2)c2ccccc2N1 (centres undefined),8.0,-1.4
CC(C)(C)c1ccc(C2SCC(=O)N2c2ccccc2)cc1 (centres undefined),-2.0,-1.7

# One compound at a time, from the list above. Order of values: mHTT-CaM PPI inh	Pf apPOL block
# Cc1nc(Oc2ccc(F)cc2)c(C(=O)N2CCOCC2)c(C)c1Cl is listed with -1.0	-1.5
# CSC(N)=NCCC[C@H](N)C(=O)O is listed with ·	-3.4

# Next entries follow.
# Below each SMILES – mHTT-CaM PPI inh	Pf apPOL block
Cc1ccc(S(=O)(=O)CCC(=O)Nc2ccc3c(c2)OCO3)cc1
 : 8.0	-0.6
Fc1cccc(-n2cc(-c3noc(-c4ccccc4)n3)nn2)c1
 : -15.5	1.2
CCOc1ccc(CC(=O)Nc2nccs2)cc1OCC
 : 20.9	-0.1
Cc1ccc(N=C2NC(=O)/C(=C/c3ccccc3)S2)cc1
 : 6.0	0.7
CC(=O)Nc1ccc(S(=O)(=O)Oc2ccccc2N2CCCCC2)cc1Cl
 : ·	-9.9
Cc1cccc(N2C(=O)CSC23CCC(C(C)(C)C)CC3)c1 (centres undefined)
 : -1.0	-0.4
O=C1OC(NCc2cccnc2)(c2ccccc2)c2ccccc21 (centres undefined)
 : 2.0	-5.9
C=CS(=O)(=O)N(Cc1ccccc1Br)[C@H](CO)CC(C)C
 : -4.9	-1.0
Cc1ccc(C)c(N2CCN(C(=O)c3csc(C)c3C)CC2)c1
 : 14.6	-5.2
CC1C(=O)N(c2ccccc2)CCN1C(=O)c1ccc2c(c1)OCO2 (centres undefined)
 : -8.0	-1.5
COc1ccc(C(=O)O)cc1S(=O)(=O)N1CCCCC1
 : -0.6	1.8
CCOC(=O)c1c(S(=O)(=O)N2CC=C(c3ccccc3)CC2)n[nH]c1CC
 : 1.0	-29.4
Cc1cccc(NC(=O)c2ccccc2NC(=O)c2cccc([N+](=O)[O-])c2)c1C
 : 1.3	-1.3
CC1(C)CC(=O)C2=C(C1)N(c1ccc(S(N)(=O)=O)cc1)C(N)=C(C#N)C2c1ccsc1 (centres undefined)
 : 26.0	-8.7
Cc1cccc(C(=O)Nc2cc([N+](=O)[O-])ccc2C)c1
 : -6.5	-3.1
O=C(Nc1ccccc1I)C12CC3CC(CC(C3)C1)C2
 : -21.7	-1.2
CCCOC(=O)c1ccc(Oc2coc3cc(OC)ccc3c2=O)cc1
 : -5.8	-4.7
N#CC1=C(N)OC2=C(C(=O)CCC2)C12C(=O)Nc1ccccc12 (centres undefined)
 : 5.0&-2.1	-6.0&-9.1
CN1CCN(CCCOc2ccc(C(C)(C)c3ccccc3)cc2)CC1
 : 15.8	-6.5
CCOc1ccc(/C=C2/SC(=Nc3ccc(F)cc3)NC2=O)cc1
 : 11.0	2.3
COc1ccc2nc(N3CCC(C(=O)NCCN(C)C)CC3)sc2c1
 : -2.0	-4.0
O=C1CN2C(=N1)N(Cc1ccccc1)c1ccccc12
 : -2.7	0.7
COc1ccc2nc(SCC(=O)Nc3ccc(OC)c(OC)c3)[nH]c2c1
 : 2.0	4.2
c1nc(N2CCNCC2)c2sc3nc(N4CCOCC4)c4c(c3c2n1)CCCC4
 : 14.0	-9.9
Cc1ccc(-c2nc3ncccc3o2)cc1NC(=O)c1ccc([N+](=O)[O-])c(C)c1
 : -4.2	-0.2
O=C1c2ccccc2C(=O)c2c1oc1c3c(ccc21)OCN(Cc1ccccn1)C3
 : 100.0*	-6.5
O=C(O)CCC(=O)NC1CCCCCC1
 : -2.7	-2.6
N#CC(=CNc1cc(C(F)(F)F)cc(C(F)(F)F)c1)S(=O)(=O)c1cccs1
 : ·	-16.2
O=C(CSc1nc2[nH]ncc2c(=O)n1-c1ccc(F)c(Cl)c1)Nc1ccccc1F
 : 17.0	-4.7
Cc1ccsc1-c1ncnn1-c1sc2c(c1C#N)CCCC2
 : 2.0	-2.1
CC1CCN(C(=O)C2c3ccccc3CCN2CC(=O)Nc2ccc(F)cc2Cl)CC1 (centres undefined)
 : 88.0*	-8.9
COCOCCn1cc(CN2CCS(=O)(=O)N(Cc3ccc(-c4ccc(F)nc4)cc3)C(CC(C)C)C2=O)nn1 (centres undefined)
 : 50.1*	5.5
